High-throughput results from PubChem BioAssay.
Neddylation inh: cullin neddylation inhibition; P61081+Q13564; TR-FRET cullin neddylation, biochemical; calls only at 25 µM; actives 0.58% (n = 360,000); AID 651699; in the data active = inhibition above about 36%
NRP1-CendR mod: modulators of CendR peptide binding to human neuropilin-1. actives 0.85% (n = 360,000). FAM-RPARPAR peptide binding to NRP-1, fluorescence polarization. inhibition, % at 25 µM. AID 602438;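 active = inhibition or corrected inhibition above about 18%, plus a signal ratio from 0.5 to 1.5, limit read from the data, passing the limit was not always enough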; note: strong numbers were not always called active
MT1-MMP act inh: blocks activation of human MT1-MMP. P50281. HT1080 RFP-PRO-GFP cells, GFP/RFP ratio fluorescence, overnight; percent of plate control window, DMSO zero. GFP/RFP ratio change, % at 20 µM. actives 0.061% (n = 360,000). AID 651647;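 active = GFP/RFP ratio change of at least 30% with cell ATP level not reduced by more than half and red fluorescence within 50% of control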; note: strong numbers were not always called active
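Material – HT1080 RFP-PRO-GFP cells · Control set – DMSO wells and RFP-L50D-GFP cells · Incubation – overnight cell settling, then overnight compound exposure, 37 °C, 5% CO2 · Compound dosing – single-point 20 µM compound, 1% DMSO · Read-out – GFP/RFP fluorescence ratio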
SKN-1 inh: inhibitors of C. elegans SKN-1; C. elegans VP596 Pgst-4::GFP/RFP ratio, acrylamide-induced, 24 h; inhibition, % at 21.8 µM; actives 0.49% (n = 360,000); AID 624304;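 active = interference check ratio from 0.5 to 1.5 plus GFP to RFP signal ratio inhibition reaching or exceeding a fixed threshold, cut at about 30% in these data, passing the limit was not always enough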; note: some compounds called inactive have numbers as strong as hits
MsrA act: bovine methionine sulfoxide reductase A activation. purified bovine MsrA, absorbance read-out. actives 0.3% (n = 360,000). activation, % at 10.6 µM; in the data active = activation above about 7.5%;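 note: 0% = vehicle and 100% = reference activator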
Rin1-Abl PPI inh: blocks binding of human Rin1 to Abl | TR-FRET Rin1/Abl binding, biochemical | AID 588664 | inhibition, % at 7.35 µM | actives 0.4% (n = 360,000) | P00519+Q13671; in the data active = inhibition above about 5%, passing the limit was not always enough
Target sequence (P00519 whole entry, looked up): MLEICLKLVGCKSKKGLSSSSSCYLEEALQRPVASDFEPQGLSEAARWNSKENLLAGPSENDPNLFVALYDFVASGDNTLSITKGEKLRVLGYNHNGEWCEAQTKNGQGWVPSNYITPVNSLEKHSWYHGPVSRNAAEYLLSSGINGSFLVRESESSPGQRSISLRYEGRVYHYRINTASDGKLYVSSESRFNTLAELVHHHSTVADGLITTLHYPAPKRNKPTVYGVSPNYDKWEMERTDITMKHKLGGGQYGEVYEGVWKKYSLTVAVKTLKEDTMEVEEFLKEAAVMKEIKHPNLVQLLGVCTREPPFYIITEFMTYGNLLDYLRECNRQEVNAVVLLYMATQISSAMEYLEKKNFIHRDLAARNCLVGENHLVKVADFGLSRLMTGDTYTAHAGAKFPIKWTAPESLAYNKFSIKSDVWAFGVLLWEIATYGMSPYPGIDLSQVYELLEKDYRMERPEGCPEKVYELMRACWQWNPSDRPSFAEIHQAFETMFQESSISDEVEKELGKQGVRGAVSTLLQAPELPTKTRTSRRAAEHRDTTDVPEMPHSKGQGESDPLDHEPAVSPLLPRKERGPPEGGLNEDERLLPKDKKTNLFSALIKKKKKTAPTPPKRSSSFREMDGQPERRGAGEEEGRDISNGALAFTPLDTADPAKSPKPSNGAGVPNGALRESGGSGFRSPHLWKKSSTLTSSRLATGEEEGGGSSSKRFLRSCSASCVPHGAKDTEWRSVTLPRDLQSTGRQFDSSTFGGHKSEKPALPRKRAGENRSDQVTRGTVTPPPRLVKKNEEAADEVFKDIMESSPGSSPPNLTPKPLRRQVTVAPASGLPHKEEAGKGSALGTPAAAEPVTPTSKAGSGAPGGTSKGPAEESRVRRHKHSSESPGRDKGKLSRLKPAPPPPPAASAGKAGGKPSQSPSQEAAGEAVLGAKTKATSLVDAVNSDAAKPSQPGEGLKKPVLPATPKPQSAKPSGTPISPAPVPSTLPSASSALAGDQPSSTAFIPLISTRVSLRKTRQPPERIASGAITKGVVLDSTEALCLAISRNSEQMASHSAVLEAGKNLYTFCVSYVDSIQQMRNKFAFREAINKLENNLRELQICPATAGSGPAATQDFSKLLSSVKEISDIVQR
Target sequence (Q13671 whole entry, looked up): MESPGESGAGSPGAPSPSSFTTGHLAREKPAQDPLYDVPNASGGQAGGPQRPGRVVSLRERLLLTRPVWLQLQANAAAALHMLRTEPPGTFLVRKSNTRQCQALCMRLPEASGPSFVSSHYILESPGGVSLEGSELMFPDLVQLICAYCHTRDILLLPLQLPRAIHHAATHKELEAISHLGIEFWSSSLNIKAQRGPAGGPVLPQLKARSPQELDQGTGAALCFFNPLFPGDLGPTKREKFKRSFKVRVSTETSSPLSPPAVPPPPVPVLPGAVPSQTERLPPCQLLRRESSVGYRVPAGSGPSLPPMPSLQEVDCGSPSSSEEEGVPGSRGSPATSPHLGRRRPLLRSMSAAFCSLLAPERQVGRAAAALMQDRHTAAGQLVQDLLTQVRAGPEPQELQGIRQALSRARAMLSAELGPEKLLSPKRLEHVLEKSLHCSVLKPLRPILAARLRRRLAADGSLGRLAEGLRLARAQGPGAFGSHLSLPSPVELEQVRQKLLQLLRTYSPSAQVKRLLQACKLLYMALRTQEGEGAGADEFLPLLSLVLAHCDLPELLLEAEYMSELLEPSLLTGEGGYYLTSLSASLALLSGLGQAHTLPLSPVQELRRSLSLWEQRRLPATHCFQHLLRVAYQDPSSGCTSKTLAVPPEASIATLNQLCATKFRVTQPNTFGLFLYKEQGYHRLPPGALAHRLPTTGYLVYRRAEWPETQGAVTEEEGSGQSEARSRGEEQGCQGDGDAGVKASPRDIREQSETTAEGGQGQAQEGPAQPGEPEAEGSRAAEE
FAS TE block: FAS thioesterase (human) inhibition; inhibition, % at 15 µM; actives 0.67% (n = 360,000); recombinant FAS-TE, OMFH fluorogenic substrate, fluorescence endpoint; P49327; AID 602261;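 active = compounds whose normalised, plate-corrected inhibition of enzyme fluorescence in the single-dose primary screen is 50% or more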;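 note: 0% = DMSO with enzyme and 100% = substrate without enzyme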
eLon inh: inhibitors of E. coli Lon protease; P0A9M0; purified E. coli Lon protease, fluorescence polarization; inhibition, % at 7.94 µM; actives 0.42% (n = 360,000); in the data active = inhibition above about 13%, passing the limit was not always enough;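 note: 0% = enzyme with probe and DMSO and 100% = no enzyme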
MsrA inhibitor: inhibits bovine methionine sulfoxide reductase A. actives 0.75% (n = 360,000). purified bovine MsrA, absorbance read-out. inhibition, % at 15.5 µM; in the data active = inhibition above about 4.5%;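 note: 0% = vehicle wells with enzyme and 100% = reference inhibitor wells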
Numbers without * were called inactive; i = inactive; / = no result given. Compounds were not picked by outcome; overall some 4.2% were active at least once.

No.	Compound	Neddylation inh	NRP1-CendR mod	MT1-MMP act inh	SKN-1 inh	MsrA act	Rin1-Abl PPI inh	FAS TE block	eLon inh	MsrA inhibitor
1	S=C(N/N=C/c1ccc2c(c1)OCO2)NC1CC2CCC1C2 (centres undefined)	i	4	4	-9	-9	-3	18	4	0.6
2	CC1CCCN(C2(O)C(=O)Nc3c(C(F)(F)F)cccc32)C1 (centres undefined)	i	2	-1	7	3	3	-2	8	-0.6
3	COC(=O)CNS(=O)(=O)c1ccc(C)cc1	i	-1	1	-4	-1	3	-4	-8	1.8
4	COc1ccc(OC)c(NC(=O)CCCNC(=O)c2ccc(Cl)cc2)c1	i	-4	-6	-12	-1	1	-1	-4	-0.5
5	COc1ccc(CNC(=O)CN(c2ccc(C)cc2)S(=O)(=O)c2c(C)nn(C)c2C)cc1	i	-3	1	7	-3	6	-7	1	-1.4
6	O=C(NCC1CCCO1)C(=O)N/N=C/c1cc(Cl)ccc1O (centres undefined)	i	-5	2	-5	-1	1	12	-2	1.1
7	CCN(CC(=O)N1CCCCCC1)S(=O)(=O)c1ccc(C)cc1	i	-2	-1	13	-3	0	4	-2	-0.7
8	Cc1cccc(OCc2nnc(SCC(=O)NCc3ccc4c(c3)OCO4)o2)c1	i	-4	-2	3	-1	1	-1	6	-0.5
9	COC(=O)c1ccc(-c2noc(CN3CCCC(CNC(C)=O)C3)n2)cc1 (centres undefined)	i	-4	1	-7	-2	3	-4	6	-0.7
10	COc1ccc(C(CNC(=O)c2cccc(Br)c2)N2CCCC2)cc1 (centres undefined)	i	-7	2	-25	-5	-1	-3	1	-0.4
11	O=C(O)c1ccc(N=Nc2c(-c3ccccc3)[nH]oc2=O)cc1	i	-2	1	9	-10	2	3	-4	-0.7
12	CC(CN1CCOCC1)OC(=O)c1ccccc1 (centres undefined)	i	-4	0	-14	-6	2	-7	17	0.6
13	Nc1nc2c(ncn2[C@@H]2O[C@H](CNCc3cnc(N4CCOCC4)s3)[C@@H](O)[C@H]2O)c(=O)[nH]1	i	0	1	-2	-13	7	-4	-9	0.4
14	C=CCNC(=O)c1ccccc1S(=O)c1ccccc1C#N (centres undefined)	i	20	2	7	-3	-2	0	-1	-0.1
15	Cc1ccc(-n2nc(C)c3c(C)c(CCC(=O)O)c(C)nc32)cc1C	/	-1	-4	0	-3	-1	0	-7	-1.0
16	CC(C)C[C@H](NC(=O)OC(C)(C)C)C(=O)N1CCC(C(=O)N[C@@H](Cc2c[nH]c3ccccc23)C(=O)O)CC1	i	8	-2	-2	-2	-3	-5	3	0.1
17	Cc1cnc(C(=O)OCC(=O)Nc2cc(Cl)ccc2C#N)cn1	i	-18	-5	2	-6	0	-4	-9	-0.3
18	Cc1cccc(C)c1NC(=S)N(CCCN1CCCCC1)Cc1ccco1	i	4	-1	12	-2	2	-4	8	0.5
19	COc1ccc2c(CC(=O)NNC(=O)c3ccccc3F)coc2c1	i	9	-4	-10	-13	1	-5	-2	0.5
20	CCN(CC)/C(=N\S(=O)(=O)c1ccc(F)cc1)c1ccccc1	i	3	0	-9	-6	2	-6	-2	-0.1

Later entries.
No.	Compound	Neddylation inh	NRP1-CendR mod	MT1-MMP act inh	SKN-1 inh	MsrA act	Rin1-Abl PPI inh	FAS TE block	eLon inh	MsrA inhibitor
21	Cn1ccnc1SCC(=O)c1cccc(Br)c1	i	-26	1	13	-2	1	-4	-29	1.0
22	COc1ccc(C)cc1NS(=O)(=O)c1cn(C)nc1C	i	5	0	0	4	7	3	-4	0.4
23	CCCCn1c(=O)[nH]c(=O)c2c1nc(-c1cc(Br)c(OCC)c(OC)c1)n2C	i	-5	2	8	-2	0	0	-7	0.8
24	COc1ccc(N2CCN(Cc3nc(N)nc(Nc4ccccc4OC)n3)CC2)cc1	i	11	2	13	-1	-2	-5	-4	1.1
25	CC(C)(C)NC(=O)C(C1CC1)n1c(=O)c(-c2ccco2)nc2ccccc21 (centres undefined)	/	1	-5	5	/	/	/	/	0.4
26	CCCCNC(=O)C1(C)CCC(=O)N1CCOC (centres undefined)	i	0	4	8	-8	3	-4	-3	0.1
27	NS(=O)(=O)c1cccc(NC(=O)COC(=O)CN2C(=O)C3CC=CCC3C2=O)c1 (centres undefined)	i	-13	5	-13	0	1	-2	-2	-0.2
28	CCC(C)c1ccc(NC(=S)N2CCN(c3ccccn3)CC2)cc1 (centres undefined)	i	19	2	-7	-3	0	19	3	-0.8
29	O=C(CCNC(=O)c1ccccc1Cl)Nc1cccc(S(=O)(=O)N2CCCC2)c1	i	24	1	-1	2	0	-3	1	1.1
30	Cc1c(C)c2ccc(OCC(=O)N3CC[C@@]4(O)CCCC[C@H]4C3)cc2oc1=O	/	5	0	2	-2	-1	2	-5	0.6
31	CN1CCN(/C=N/c2c(C#N)cnn2-c2ccccc2)CC1	i	4	-5	7	0	0	-3	-1	-1.1
32	O=C(CSc1nc2ccccc2n1CCc1ccccc1)NC1CC1	i	7	-1	3	-3	-3	5	3	-1.6
33	Cc1ccc(N(C(C)C(=O)O)S(=O)(=O)c2c(C)n[nH]c2C)cc1 (centres undefined)	i	-1	-1	-5	-9	1	-5	-5	-0.3
34	COc1ccc(C[C@H]2CN3C(=NC[C@H]3C)N2CCNC(=O)c2ccc(C)c(Br)c2)cc1	i	7	2	6	-1	2	0	-10	-1.1
35	COc1cc2c(cc1OC)CN(C(=O)c1cc(Cl)nc(Cl)c1)CC2	i	-7	5	-8	-9	0	2	-5	1.0
36	Cn1c(CNc2ccccc2O)nc2ccccc21	i	-2	1	-15	1	3	-2	-2	-0.8
37	O=C(CCCNC(=O)c1ccc(Cl)cc1)Nc1cccc(F)c1	i	-1	6	4	0	1	-3	1	0.1
38	Cc1ccc(S(=O)(=O)N2CCN(C(=O)Cc3ccc4c(c3)OCCO4)CC2)cc1C	i	12	5	-1	-7	-1	10	6	-0.5
39	O=C(CN1C(=O)COc2ccccc21)N1CCc2ccccc21	i	-6	3	15	0	-5	-4	-7	0.2
40	CC(C)CCNC(=O)Cn1cc2c(n1)CCCCC2	i	3	0	-3	0	2	-3	-1	0.8

(listing goes on)
No.	Compound	Neddylation inh	NRP1-CendR mod	MT1-MMP act inh	SKN-1 inh	MsrA act	Rin1-Abl PPI inh	FAS TE block	eLon inh	MsrA inhibitor
41	O=C(Nc1cccnc1)c1cc(-c2ccc(Cl)cc2Cl)on1	i	5	0	28	0	0	1	-14	-0.2
42	CCCSc1nc2c(c(=O)n1CC)SC(C)C2 (centres undefined)	i	2	-3	-18	-8	-1	0	5	0.4
43	C/C(=N\Nc1cc(C)nc(-c2ccccc2O)n1)c1ccccc1O	/	-8	-4	5	2	0	28	-3	-1.6
44	CCN(CC(=O)Nc1ccc(NC(C)=O)cc1)C(=O)c1ccc2c(c1)OCCO2	i	-8	-3	-12	-4	1	-3	3	-0.9
45	Cc1cc(S(=O)(=O)Nc2c(C)nc3nc[nH]n3c2=O)ccc1F	i	6	3	-3	-6	4	-2	-7	3.2
46	O=C(NCc1cccc(C(F)(F)F)c1)c1ccc2sc([C@@H]3O[C@H](CO)[C@H](O)[C@H](O)[C@H]3O)nc2c1	i	-1	2	13	1	5	-4	-5	-0.7
47	Cc1ccc(NC(=O)c2cccc(NC(=O)/C=C/c3ccco3)c2)cc1C	i	-34	3	9	-2	1	15	-18	0.2
48	Cc1ccc(S(=O)(=O)N2CCC(C(=O)N/N=C/c3cccnc3)CC2)cc1	i	18	0	2	-3	0	-5	2	-0.8
49	COc1ccc([C@H]2CC(=O)C=C(c3ccccc3Oc3ccccc3)C2)cc1	i	-2	-4	21	-2	1	15	-6	2.0
50	O=C(O)c1cc(-n2[nH]c(=O)c3ccccc3c2=O)ccc1Cl	i	5	2	-8	-3	0	-4	-15	0.2
51	O=C(Nc1ccccc1Cl)c1cc(C2CCCCN2S(=O)(=O)c2ccccc2)on1 (centres undefined)	i	4	3	5	-2	0	22	-7	-1.2
52	COCOc1cccc(CN2CCC(C)(Oc3cccc(C#N)c3)C2)c1 (centres undefined)	i	-14	-1	13	-2	-3	2	-1	0.9
53	CC1C(=O)N(Cc2cn(Cc3ccco3)nn2)CCS(=O)(=O)N1Cc1ccc(-c2ccccc2Cl)cc1 (centres undefined)	i	3	2	0	-2	3	14	-5	-0.1
54	CCCCN(Cc1ccccc1)C(=O)CCN1C(=O)C2C3C=CC(C3)C2C1=O (centres undefined)	i	4	-1	0	-5	4	-4	4	-0.7
55	CCc1ccc(/C=C2\SC(=S)N(CCCC(=O)Nc3cc(C)on3)C2=O)cc1	i	0	2	9	0	-2	-1	5	0.4
56	COc1ccc(-c2cc3ccccc3n2CC(O)CN2CCN(CCO)CC2)cc1 (centres undefined)	i	3	-3	9	-2	-2	-5	-3	-0.7
57	COc1ccc(CCNC(=O)Cn2cccc2C(=O)c2ccccc2)cc1OC	i	-1	5	4	-7	1	-7	-1	-0.1
58	COc1ccccc1C(=O)NCc1ccccc1	i	6	2	23	1	0	-9	1	-0.7
59	Cc1cccc(-c2nnc(NC(=O)c3ccc(N4C(=O)CCC4=O)cc3)s2)c1	i	-19	8	10	-2	-7	-8	-7	1.1
60	O=C1NC(C(=O)O)=CC(c2cccc(Cl)c2Cl)N1 (centres undefined)	i	-13	4	-6	-3	-1	-8	-7	-0.3

Compound profiles (already shown). Order of screens: Neddylation inh, NRP1-CendR mod, MT1-MMP act inh, SKN-1 inh, MsrA act, Rin1-Abl PPI inh, FAS TE block, eLon inh, MsrA inhibitor
COc1ccccc1C(=O)NCc1ccccc1 is listed as i, 6, 2, 23, 1, 0, -9, 1, -0.7
Cc1ccc(NC(=O)c2cccc(NC(=O)/C=C/c3ccco3)c2)cc1C is listed as i, -34, 3, 9, -2, 1, 15, -18, 0.2
Cc1cc(S(=O)(=O)Nc2c(C)nc3nc[nH]n3c2=O)ccc1F is listed as i, 6, 3, -3, -6, 4, -2, -7, 3.2
CC1C(=O)N(Cc2cn(Cc3ccco3)nn2)CCS(=O)(=O)N1Cc1ccc(-c2ccccc2Cl)cc1 (centres undefined) is listed as i, 3, 2, 0, -2, 3, 14, -5, -0.1
Cc1ccc(S(=O)(=O)N2CCC(C(=O)N/N=C/c3cccnc3)CC2)cc1 is listed as i, 18, 0, 2, -3, 0, -5, 2, -0.8

Remaining list, next part
No.	Compound	Neddylation inh	NRP1-CendR mod	MT1-MMP act inh	SKN-1 inh	MsrA act	Rin1-Abl PPI inh	FAS TE block	eLon inh	MsrA inhibitor
61	CC1S/C(=N/N=C/c2cccc([N+](=O)[O-])c2)NC1=O (centres undefined)	i	9	-1	15	-1	3	26	-8	-0.8
62	CCOC(=O)C1(C)CCN1C(=O)c1ccc(OC)c(C(F)(F)F)c1 (centres undefined)	i	-8	4	-2	1	1	2	-3	-1.0
63	COCCCNc1nc(=S)[nH]c2cc(OC)c(OC)cc12	i	-2	-1	-7	-2	-1	0	0	0.5
64	Nc1cccc(Oc2c(F)c(F)c(Oc3cccc(N)c3)c(F)c2F)c1	i	-7	4	18	-2	-2	34	-2	-0.7
65	CCOC(=O)C(Cc1c[nH]c2ccccc12)NC(=O)c1ccco1 (centres undefined)	i	2	-5	6	-2	-2	-1	-10	-0.2
66	CC(=O)Nc1ccc(NC(=O)CN2CCCC(C)C2)c(Cl)c1 (centres undefined)	i	-12	3	-4	0	-4	-4	1	0.0
67	CC1(C)C(=O)OC(C(=O)c2ccc(Cl)cc2)C(C)(C)C1=O (centres undefined)	i	-6	5	19	2	-1	-18	-3	0.8
68	COc1ccc(C=CC(=O)C=CC=Cc2ccccc2)cc1	i	-11	-1	-15	-10	3	6	-7	1.9
69	COc1ccc(-n2nc(C(=O)N(C)C)nc2-c2ccccc2)cc1	i	-6	-2	8	-1	0	-4	-4	0.1
70	CC(=O)c1ccc(NC(=S)N(C)C2CCN(C)CC2)cc1	i	0	-2	-6	-6	-3	-6	2	0.0
71	CCOc1ccccc1NC(=O)CSc1nc(=O)n(Cc2ccccn2)c2c1CCC2	i	13	-2	-8	-3	0	-2	-7	-0.3
72	Cc1cc(C)n2nc(SCC(=O)NC(=O)c3ccccc3)nc2n1	i	3	3	2	-1	0	-2	-5	0.6
